Bioassay records from PubChem BioAssay.
HT1080 IDH1KD tx – HT-1080 IDH1 knockdown cell toxicity (counter line). Potency, µM (series often up to 46.1 µM), inactives show at the highest dose activity, negative = toxicity, most hits filed as cytotoxic. HT-1080 IDH1 knockdown viability, ATP luminescence, 48 h. AID 686971. 360,000 tested, 2% active;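 further: potency means the concentration at half of the fitted maximal effect; 0% = DMSO wells and -100% = cell-free medium wells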
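Cytotoxicity counter-line: IDH1KD HT-1080, 48 h, CellTiter-Glo. Curves classed by r2, magnitude and activity.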
WRN inhibitor – inhibitors of human WRN helicase; Q14191; WRN helicase unwinding, fluorescent forked duplex, kinetic; Potency, µM (titrated, usually from 114 µM), for the others: at the top dose activity change, negative = inhibition, hits mostly inhibitors; 360,000 tested, 0.46% active; AID 651768; further: potency means the concentration at half of the fitted maximal effect; on the % scale 0 is the no-effect control and ±100 the full control effect; nearly all actives have a fitted effect of over 55% in size
Target sequence (Q14191 whole entry, looked up): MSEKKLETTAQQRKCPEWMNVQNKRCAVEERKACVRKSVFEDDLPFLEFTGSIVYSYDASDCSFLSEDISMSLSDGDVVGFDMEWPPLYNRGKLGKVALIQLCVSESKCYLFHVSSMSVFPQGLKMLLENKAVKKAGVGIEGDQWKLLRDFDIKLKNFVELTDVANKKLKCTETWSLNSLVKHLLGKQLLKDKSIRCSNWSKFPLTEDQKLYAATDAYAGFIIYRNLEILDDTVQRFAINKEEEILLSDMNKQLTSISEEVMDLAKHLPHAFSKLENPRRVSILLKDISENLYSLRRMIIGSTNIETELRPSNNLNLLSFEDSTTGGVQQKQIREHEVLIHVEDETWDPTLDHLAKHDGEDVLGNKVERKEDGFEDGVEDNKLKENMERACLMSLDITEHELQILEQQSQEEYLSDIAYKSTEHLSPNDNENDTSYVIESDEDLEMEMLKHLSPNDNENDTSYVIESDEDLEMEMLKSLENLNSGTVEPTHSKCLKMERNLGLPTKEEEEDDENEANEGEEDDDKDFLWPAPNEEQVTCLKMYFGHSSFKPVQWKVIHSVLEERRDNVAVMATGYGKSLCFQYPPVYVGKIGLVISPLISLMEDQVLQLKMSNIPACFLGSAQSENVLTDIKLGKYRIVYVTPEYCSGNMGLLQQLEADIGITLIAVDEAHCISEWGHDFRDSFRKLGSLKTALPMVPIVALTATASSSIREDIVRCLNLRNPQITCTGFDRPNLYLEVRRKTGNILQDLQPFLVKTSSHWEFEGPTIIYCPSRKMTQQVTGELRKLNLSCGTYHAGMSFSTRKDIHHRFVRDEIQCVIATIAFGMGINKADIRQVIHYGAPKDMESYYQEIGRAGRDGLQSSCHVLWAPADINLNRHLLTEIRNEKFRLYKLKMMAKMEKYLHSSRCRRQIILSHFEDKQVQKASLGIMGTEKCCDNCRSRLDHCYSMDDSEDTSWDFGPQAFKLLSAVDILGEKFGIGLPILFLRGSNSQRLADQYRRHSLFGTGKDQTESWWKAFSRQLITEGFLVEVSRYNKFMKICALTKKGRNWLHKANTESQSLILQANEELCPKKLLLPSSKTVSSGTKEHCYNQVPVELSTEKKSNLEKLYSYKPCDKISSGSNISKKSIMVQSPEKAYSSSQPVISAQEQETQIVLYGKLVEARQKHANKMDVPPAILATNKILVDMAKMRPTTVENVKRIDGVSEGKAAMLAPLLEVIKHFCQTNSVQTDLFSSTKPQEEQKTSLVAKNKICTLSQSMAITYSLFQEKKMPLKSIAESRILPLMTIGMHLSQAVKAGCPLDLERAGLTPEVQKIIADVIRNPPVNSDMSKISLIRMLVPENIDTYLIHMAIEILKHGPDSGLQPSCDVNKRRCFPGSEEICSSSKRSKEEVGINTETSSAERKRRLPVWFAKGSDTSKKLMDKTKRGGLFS
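Kinetic red-fluorescence monitoring (525/598 nm) tracks WRN helicase activity after 100 nM fluorophore-quencher forked duplex and 2 mM ATP are added to 20 nM enzyme pretreated 15 min at room temperature with compound.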
SW480 rerep – inducers of DNA re-replication in SW480 colon cancer cells | SW480 DNA re-replication, Hoechst DNA content imaging, 48 h | Potency, µM (highest dose often 46.1 µM), inactives show at the top dose re-replication activation, hits mostly activators | 340,000 tested, 1.8% active | AID 624297; further: potency means the concentration at half of the fitted maximal effect; % of control where 0% means no effect; nearly all actives have a fitted effect of over 55% in size
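First, 250 cells per well were seeded. Next, compound or vehicle (23 nL) was pinned in, plates sat 48 hr at 37 C. Finally Hoechst was added for 40 min before fluorescence scanning.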
IL1B secr inh – blocks inflammasome-driven IL-1 beta release. THP-1 LPS/ATP IL-1B secretion, AlphaLISA, 16 h; stronger effect = lower value. activity change, % at 57.5 µM. 360,000 tested, 4.7% active; in the data active means activity change below about -50%; inconclusive means mostly about -30% to -49%; further: on the % scale 0 is the no-effect control and ±100 the full control effect
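THP-1 cells pretreated 1 hr with compounds (up to 57.5 uM final), then stimulated with LPS (250 ng/mL final) plus ATP (1.25 mM final); secreted IL-1B measured by AlphaLISA after 16 hr, decreased signal indicating inhibition.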
KB-3-1 cytotox – KB-3-1 parental cell cytotoxicity. Potency, µM (top dose mostly 46.1 µM), without a hit: at the highest dose activity change, negative = cytotoxic, hits mostly cytotoxic. KB-3-1 viability, CellTiter-Glo ATP luminescence, 72 h. AID 1347075. 400,000 tested, 1.4% active; further: potency means the concentration at half of the fitted maximal effect; on the % scale 0 is the no-effect control and ±100 the full control effect; nearly all actives have a fitted effect of over 60% in size
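Cytotoxicity measured as CellTiter-Glo luminescence after 72 h at 37 C. Compound titrations were pinned onto drug-naive KB-3-1 parental adenocarcinoma cells grown in DMEM with 10% FBS, and normalized data fitted to concentration-response curves.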
ATXN2 expr inh – ATXN2 expression inhibition | HEK-293 ATXN2-luciferase reporter, luminescence, 24 h | Potency, µM (doses to about 57 µM), inactives show at the highest dose activity change, negative = inhibition, hits mostly inhibitors | 360,000 tested, 0.72% active; further: potency means the concentration at half of the fitted maximal effect; on the % scale 0 is the no-effect control and ±100 the full control effect; nearly all actives have a fitted effect of over 55% in size
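qHTS (up to 57 uM final) was run with 24 h compound exposure of reporter cells at 37 °C. Each well was multiplexed: SteadyGlo luminescence measured ATXN2-luciferase expression after a fluorogenic Gly-Phe-AFC viability readout (25 uM final).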
HT1080-NT tox – kills 2HG-producing HT-1080-NT fibrosarcoma cells; HT-1080-NT fibrosarcoma viability, CellTiter-Glo ATP luminescence, 48 h; Potency, µM (top dose mostly 46.1 µM), without a hit: at the highest dose activity, negative = less viability, usual class: cytotoxic; 360,000 tested, 1.6% active; AID 686970;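 further: NT is the 2HG producing partner of a matched IDH1 knockdown line; potency means the concentration at half of the fitted maximal effect; 0% = DMSO-treated cells and -100% = media-only wells without cells; nearly all actives have a fitted effect of over 55% in size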
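HT-1080-NT; 750 cells/well; 5% FBS RPMI; 48 h compound, 37 degrees C; CellTiter-Glo luminescence; curve fitting and curve-class assignment.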
MCF10A rerep – DNA re-replication induction in MCF 10a cells | MCF 10A DNA re-replication, Hoechst nuclear intensity, 48 h | Potency, µM (top dose mostly 46.1 µM), for inactives: top-dose activity, positive = re-replication, actives largely listed as activators | 350,000 tested, 2.9% active | AID 624296; further: potency means the concentration at half of the fitted maximal effect; % of control where 0% means no effect; nearly all actives have a fitted effect of over 50% in size
KB-V1 MDR tox – kills drug-selected multidrug resistant KB-V1 cells; KB-V1 MDR cells viability, CellTiter-Glo, 72 h; Potency, µM (top dose mostly 46.1 µM), for the others: top-dose activity change, negative = cytotoxicity, most hits filed as cytotoxic; 400,000 tested, 3.4% active; AID 1347076; further: potency means the concentration at half of the fitted maximal effect; on the % scale 0 is the no-effect control and ±100 the full control effect; nearly all actives have a fitted effect of over 60% in size
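Luminescent ATP read-out (CellTiter-Glo, 10 min) measures survival of drug-selected KB-V1 MDR cells after 72 h, 37 degrees C compound exposure. Medium: phenol-red-free DMEM, 10% FBS. Values from fitted concentration-response curves.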
The depositor's hits bear a star; i = inactive; u = inconclusive; x = not tested or not shown; [ ] = dose if it differs, or a comment. Unless noted, the call rests on the fitted dose curve; in most records, active means well fitted curve in the direction sought with a large enough effect; inconclusive means small, poorly fitted or top-dose-only effect, or another doubt; inactive means no such curve, though single readings can be large; an effect the other way counts as inactive or inconclusive.

SMILES | HT1080 IDH1KD tx | WRN inhibitor | SW480 rerep | IL1B secr inh | KB-3-1 cytotox | ATXN2 expr inh | HT1080-NT tox | MCF10A rerep | KB-V1 MDR tox
CN1C(=O)c2cccc(NC(=O)Cc3ccccc3)c2C1=O | 19% | -1% | 0% | 41 | 11% | 7% | -7% | -3% | 10%
Fc1ccc(N/N=C(/c2ccccc2)c2ccccn2)cc1 | 6% | -1% | -2% | -5 | 2% | -8% | 17% | -5% | u
CCOc1ccccc1CN1CCN(Cc2c[nH]c3ccccc23)CC1CCO (stereo not given) | -25% | 10% | -3% | -5 | -9% | x | -29% | 10% | -10%
N#Cc1ccccc1NCC(=O)N1CCN(S(=O)(=O)c2ccccc2)CC1 | 0% | 3% | -1% | -15 | -11% | 3% | 1%[9.24 µM] | 12% | 10%
O=C1[C@@H]2[C@@H]3C[C@@H]([C@H]4ON=C(c5ccc(OCc6ccccc6)cc5)[C@@H]34)[C@@H]2C(=O)N1c1ccc2c(c1)OCO2 | 8% | -7% | 1% | 6 | -3% | 5% | 6% | -1% | 7%
O=c1cc(-c2ccc(O)cc2)oc2c(C3OCC(O)C(O)C3O)c(O)c(C3OC(CO)C(O)C(O)C3O)c(O)c12 (stereo not given) | 1% | -2% | -1% | -4 | 5% | 0% | 2% | 1% | 9%
Cc1cc(NC(=O)C2Oc3ccccc3OC2C)no1 (stereo not given) | -6% | -11% | 0% | 7 | -9% | 20% | 0% | 10% | -9%
Oc1ccc2c(ccc3[nH]cnc32)c1 | -1% | -8% | -6% | 0 | -6% | x | 2% | 0% | -6%
CN(C)c1cnn(-c2ccccc2)c(=O)c1Cl | 17% | -19% | -13% | 9 | 15% | 15% | 13% | -42%[inhibitor] | 3%
Cc1cc(C)c(S(=O)(=O)N(CC(=O)O)C2CCCCC2)c(C)c1 | 3% | -4% | 7% | 15 | -3% | 1% | 0% | u | 10%
COc1ccc(Cl)cc1C(=O)NNC(=O)c1csc(N2CCOCC2)n1 | 1% | -4% | 0% | -8 | 1% | -7% | -1% | 1% | -5%
O=S(=O)(NC1CCCCC1N1CCN(c2ccccc2F)CC1)c1ccccc1 (stereo not given) | -5% | -6% | -2% | 45 | -2% | -12% | 0% | 11% | -2%
COc1ccccc1N1Cc2ccc(OC)c(OC)c2C1=O | -3% | 2% | 7% | -6 | -7% | -21% | 5% | 0% | -17%
COc1ccc(CNC(=O)C2CCCN2C(=O)NCc2ccccc2)cc1 (stereo not given) | 8% | 1% | -5% | 17 | 2% | x | 14% | 17% | 4%
Cc1ccc(-n2c(SCC(=O)NCc3ccco3)nc3sc(C)c(C)c3c2=O)cc1 | -19% | -2%[57.1 µM] | 21% | 0 | -4% | 1% | -13% | u | 10%
COc1ccc(N(C(=O)c2ccc(S(=O)(=O)N3CCOCC3)cc2)C2C=CS(=O)(=O)C2)cc1 (stereo not given) | 2% | -9% | 2% | -14 | 11% | 5% | -14% | -8% | 20%
Cc1cccn2c(=O)c(/C=C(\C#N)C(=O)NC3CCS(=O)(=O)C3)c(Oc3ccc(F)cc3)nc12 (stereo not given) | u | 6% | u | -25 | u | 3% | u | u | 16%
Cc1cc(Cl)cc(Cl)c1OCCOc1cccc2cccnc12 | u | -14% | 4% | -22 | -20% | -7% | u | 25% | u
CNc1ccc2nnc(C(F)(F)C(F)(F)C(F)(F)F)n2n1 | 5% | -6% | 13% | 8 | 0% | 2% | 10% | -1% | u
CCCCOc1ccc(-c2nnc(-c3ccncc3)o2)cc1 | 2% | -10% | -6% | 38 | -17% | 26% | 8% | 5% | u
COc1ccc(Nc2ccc3ccccc3c2)cc1 | -22% | -17% | u | -4 | u | 58%[activator] | -26% | 23µM* | u
CCN(CCn1cccn1)Cc1cn[nH]c1-c1ccc(OC)cc1F | -5% | -1% | -11% | 3 | 0% | 2% | -11% | 1% | -18%
O=C(/C=C/c1ccc(F)cc1)N1CCc2ccccc2C1 | 18% | 2% | -35%[inhibitor] | 3 | -8% | 26% | 6% | 5% | 9%
COc1ccc(CN=C(C#N)C2=C(O)c3ccccc3C2=O)cc1 | -17% | -1% | 0% | 18 | -7% | x | -11% | 4% | u
O=[N+]([O-])c1cc2c(cc1Br)CCN2 | -5% | 6% | -3% | 8 | 12% | 3% | 3% | -30% | u
COC(=O)C1=C(N)Oc2cc(C)[nH]c(=O)c2C1c1ccccc1OC (stereo not given) | -3% | -19% | u | 12 | 2% | -16% | 0% | -15% | -21%
Cc1ccccc1NC(=S)NC(=O)Cc1ccc(Cl)cc1 | -2% | -6% | -1% | 47 | -7% | -25% | -2% | 14% | 16%
CCCCCCOc1ccc(/C(C)=N/NC2=NCCN2)cc1 | -7% | -3% | 2% | -56* | 1% | x | -19% | 47% | 5%
CNC(=O)C1(C)C=CC2(CCCCC2)N1C(=O)OC (stereo not given) | 21% | 0% | 0% | 18 | 17% | 6% | 11% | 2% | u
O=C(OCCN1C(=O)CCC1=O)c1ccc(S(=O)(=O)N2CCCCC2)cc1 | 1% | 1% | -2% | 22 | 2% | -4% | 0% | 1% | -1%
COc1ccc([C@H]2CC(=O)C=C(c3cccc(Br)c3)C2)cc1OC | -29% | -12% | 2% | -14 | u | 0% | -28% | 6% | 15%
c1ccc(N2CCOCCOCCOCCOCCOCC2)cc1 | 9% | -2% | -1% | 7 | 16% | -10% | 1% | -3% | -10%
Cc1cc(Br)cn2c(Cc3cccc(F)c3)c(-c3ccc(Cl)cc3)nc12 | u | -11% | x | 48 | u | -18% | u | x | u
CC1CCCCN1S(=O)(=O)c1ccc(C(=O)Nc2nnc(C3=COCCO3)o2)cc1 (stereo not given) | -22% | -18% | u | i | -22% | -5% | -7% | u | u
O=S(=O)(c1ccccc1)[C@@]1(c2ccc(Br)cc2)C[C@@H]2ON=C(c3cccc(Br)c3)[C@@H]2C1 | -6% | 5% | 14% | 40 | u | -14% | 2% | 22% | -5%
O=C(NC1CCCC1)C(=O)c1c[nH]c2ccccc12 | 14% | -6% | -12% | -25 | -5% | 55%[activator] | 25% | 2% | 6%
Cc1cccc(Nc2nc(C)cc(C)c2C#N)c1 | 1% | -1% | -3% | 29 | 0% | x | 2% | 8% | 9%
CCOc1ccc(C(=S)N2CCCC2)cc1OCC | 10% | 2% | 2% | -2 | -2% | x | 15% | -1% | 5%
CCN(CC)c1ccc(N2C(=O)C3CCCCC3C2=O)cc1[N+](=O)[O-] (stereo not given) | 6% | 1% | -8% | 12 | 1% | 3% | 5% | 7% | 1%
Cc1ccc(NC(=O)c2ccccc2OCc2c(C)noc2C)cc1S(=O)(=O)N(C)C | -1% | 0% | 1% | -25 | -5% | 5% | 2% | -1% | 2.3µM*
COc1ccccc1N1CCN(Cc2cccc(OC)c2OC)CC1 | -9% | 4% | -4% | 7 | -18% | x | -5% | 2% | -10%
Cc1cccc(-c2nc(CS(=O)CC(=O)N3CCN(C)CC3)c(C)o2)c1 (stereo not given) | 1% | 2% | -16% | -8 | 1% | 1% | 23% | -1% | -26%
CCCCOC(=O)C1=C(C)Nc2ncnn2C1c1cccc(OC)c1OC (stereo not given) | -20% | -4% | -13% | -3 | 11% | -18% | 2% | 3% | -6%
CCOC(=O)/C=C/C(=O)Nc1nccs1 | -7% | 5% | u | -86* | -4% | 4% | -17% | 18µM* | -3%
Cn1c(N)c(S(=O)(=O)NCc2ccc(Cl)cc2)c(=O)n(C)c1=O | 6% | -3% | -8% | 0 | -3% | -13% | 17% | -6% | 2%
NS(=O)(=O)c1ccc(NC(=S)NCc2ccccc2)cc1 | 11% | -25% | x | 0 | -13% | 7% | 8% | -4% | 0%
Cc1ccc(C(=O)Cc2ccccc2)c(O)c1 | 12% | 1% | -8% | -19 | 2% | 8% | 14% | -31% | -11%
Cc1cccc(N2CCN(Cc3c(C)n(C)n(-c4ccccc4)c3=O)CC2)c1C | -22% | -6% | 1% | 32 | -10% | -23% | -13% | u | 18µM*
Cn1ccnc1SCC(=O)n1c2c(c3ccccc31)CCCC2 | 13% | -13% | -1% | u | 3% | -11% | 11% | -12% | 0%
Cc1cccc(NC(=O)NC(C)C(c2cccs2)N2CCOCC2)c1 (stereo not given) | 1% | -8% | -2% | -12 | 0% | 7% | -4% | -5% | -1%
O=[N+]([O-])c1cc(S(=O)(=O)C(F)(F)F)ccc1Sc1nc2ccccc2s1 | u | u | 13µM* | -121* | 3.3µM* | u | 23µM* | u | u

Rewritten with two lines to a compound: part of the list above
Results follow in this order: HT1080 IDH1KD tx | WRN inhibitor | SW480 rerep | IL1B secr inh | KB-3-1 cytotox | ATXN2 expr inh | HT1080-NT tox | MCF10A rerep | KB-V1 MDR tox
- Cc1ccc(C(=O)Cc2ccccc2)c(O)c1
  12% | 1% | -8% | -19 | 2% | 8% | 14% | -31% | -11%
- Cc1cccc(N2CCN(Cc3c(C)n(C)n(-c4ccccc4)c3=O)CC2)c1C
  -22% | -6% | 1% | 32 | -10% | -23% | -13% | u | 18µM*
- Cn1ccnc1SCC(=O)n1c2c(c3ccccc31)CCCC2
  13% | -13% | -1% | u | 3% | -11% | 11% | -12% | 0%
- Cc1cccc(NC(=O)NC(C)C(c2cccs2)N2CCOCC2)c1 (stereo not given)
  1% | -8% | -2% | -12 | 0% | 7% | -4% | -5% | -1%
- O=[N+]([O-])c1cc(S(=O)(=O)C(F)(F)F)ccc1Sc1nc2ccccc2s1
  u | u | 13µM* | -121* | 3.3µM* | u | 23µM* | u | u
